Bioassay records from PubChem BioAssay.
aGlu spleen mod: lysosomal alpha-glucosidase (human) modulation; human spleen homogenate, 4-MU-alpha-glucoside fluorescence; Potency, µM (titrated, usually from 79.9 µM), without a hit: top-dose activity change, negative = inhibition, most hits filed as inhibitors; 0.006% of 240,000 active; AID 2112;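 further: 0% = enzyme with vehicle and -100% = no enzyme basal signal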
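AC50 values come from Hill-equation fits of concentration-response data, normalized to no-enzyme and full-activity controls. Enzyme source: 1 ug human spleen homogenate; 1 mM fluorogenic 4-MU glucoside, pH 5.0 citrate buffer, 37 C, 40 min.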
GLA spleen mod: inhibits or activates alpha-galactosidase in human spleen homogenate; human spleen homogenate, 4MU-alpha-Gal fluorescence, 40 min; Potency, µM (doses to about 80 µM), without a hit: top-dose activity change, negative = inhibition, actives largely listed as inhibitors; 0.008% of 240,000 active; P06280; AID 2107;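 further: 0% = enzyme with vehicle and -100% = no enzyme basal signal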
Target sequence (P06280 32-429 limits assumed): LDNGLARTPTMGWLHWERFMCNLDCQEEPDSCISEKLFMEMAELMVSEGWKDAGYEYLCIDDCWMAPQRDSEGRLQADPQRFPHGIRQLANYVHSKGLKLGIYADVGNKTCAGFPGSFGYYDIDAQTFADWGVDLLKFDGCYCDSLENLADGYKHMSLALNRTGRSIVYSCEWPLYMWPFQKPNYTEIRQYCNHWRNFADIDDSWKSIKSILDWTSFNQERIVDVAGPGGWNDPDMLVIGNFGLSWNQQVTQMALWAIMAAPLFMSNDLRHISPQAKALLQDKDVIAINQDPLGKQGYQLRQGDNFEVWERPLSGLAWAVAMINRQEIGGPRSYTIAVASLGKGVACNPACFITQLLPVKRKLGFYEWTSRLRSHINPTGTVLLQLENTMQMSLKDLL
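qHTS titration in buffer at pH 5.0. Alpha-galactosidase activity in spleen homogenate was measured via 4-methylumbelliferone release from 1 mM fluorogenic substrate after 40 min at 37C and a pH 10 stop. AC50 came from Hill fits of control-normalized data.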
GAA inhib: alpha-glucosidase (human) inhibition; P10253; purified human GAA, 4-MU-alpha-glucoside fluorescence; Potency, µM (titrated, usually from 76.9 µM), without a hit: at the top dose activity change, negative = inhibition, usual class: inhibitors; 0.005% of 200,000 active;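 further: plate controls were uninhibited enzyme wells for no effect and no-enzyme background for full effect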
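Compounds are titrated up to 77 uM against 4 nM human enzyme. Substrate 4-methylumbelliferyl-alpha-D-pyranoside (400 uM) reacts 20 min at room temperature in pH 5.0 buffer; liberated 4-methylumbelliferone is read at 440 nm.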
Tau FP inhib: blocks human tau fibril formation measured by polarization | K18 P301L tau heparin fibrillization, Alexa594 FP, 6 h | Potency, µM (doses to about 57.7 µM), without a hit: at the top dose activity, negative = inhibition, most hits filed as inhibitors | P10636 | AID 1468 | 0.39% of 280,000 active; further: on the % scale 0 is the no-effect control and ±100 the full control effect; nearly all actives have a fitted effect of over 55% in size
Target sequence (P10636 561-689 P618L limits assumed): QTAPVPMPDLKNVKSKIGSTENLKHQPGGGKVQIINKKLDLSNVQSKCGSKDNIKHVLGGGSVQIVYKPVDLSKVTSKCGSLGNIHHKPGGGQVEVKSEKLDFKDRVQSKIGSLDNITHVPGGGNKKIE
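Read-out: fluorescence polarization of Alexa 594-labeled tau (0.24 uM), 555 nm excitation, 632 nm emission. Mixtures held 15 uM unlabeled K18 P301L, compound and 20 uM heparin, pH 7 acetate buffer, incubated 6 hr at 37 C.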
GAA glycogen: GAA glycogen-cleavage inhibition or activation | recombinant GAA, glycogen substrate, Amplex Red glucose oxidase fluorescence | AID 2100 | Potency, µM (series often up to 76.4 µM), without a hit: top-dose activity change, negative = inhibition, most hits filed as inhibitors | 0.38% of 300,000 active;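 further: 0% = full enzyme reaction and -100% = no-enzyme basal signal; the screen sought inhibitors and activators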
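Recombinant human enzyme (4 nM); glycogen substrate; 37 C, 40 min, pH 5.0. Readout: coupled glucose oxidase/Amplex Red fluorescence.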
HTT ATP protect: cytoprotection in Huntington HTT-Q103 PC12 cell model | PC12 HTT-Q103 induced, cytoprotection, ATP luminescence, 40 h | Potency, µM (doses to about 56.4 µM), for inactives: cytoprotection (ATP increase), usual class: activators | 0.14% of 230,000 active | AID 1471;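 further: % of control where 0% means no effect; nearly all actives have a fitted effect of over 45% in size; toxic huntingtin expression switched on by the ecdysone agonist tebufenozide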
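Stable PC12 Q103-GFP cells in serum-supplemented, phenol red-free DMEM; induction by tebufenozide at 100 nM final; compound dose series; cell viability quantified luminescently from ATP.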
Tau fluor counter: counter-screen for tau fibril formation inhibitors; tau K18 P301L Alexa594 fluorescence, heparin fibrillization; Potency, µM (top dose mostly 57.7 µM), for inactives: at the top dose activity change, negative = decrease; 0.93% of 280,000 active; AID 1463; further: on the % scale 0 is the no-effect control and ±100 the full control effect; nearly all actives have a fitted effect of over 55% in size
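Human K18 P301L tau (15 uM unlabeled plus 0.24 uM Alexa 594-labeled, final) in 100 mM sodium acetate pH 7 was mixed with compound and 20 uM heparin and incubated 6 hr at 37 C.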
Tau ThT inhib: blocks human tau fibril formation measured by thioflavin T | P10636 | recombinant tau K18 P301L (four-repeat tau fragment), heparin-induced fibrillization, ThT fluorescence | Potency, µM (highest dose often 57.4 µM), for the others: at the top dose activity, negative = inhibition, usual class: inhibitors | 2.1% of 270,000 active | AID 1460; further: on the % scale 0 is the no-effect control and ±100 the full control effect; nearly all actives have a fitted effect of over 55% in size
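Heparin-induced fibrillization of the P301L-mutant K18 repeat-domain fragment of human tau was followed by ThT binding in quantitative high-throughput format.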
Active calls of the source: *; u = inconclusive; x = not tested or not shown; [ ] = remark or other dose. The call rests on the fitted dose curve; in most records, active means well fitted curve in the direction sought with a large enough effect; inconclusive means small, poorly fitted or top-dose-only effect, or another doubt; inactive means no such curve, though single readings can be large; an effect the other way counts as inactive or inconclusive. Potency means the concentration at half of the fitted maximal effect.

SMILES	aGlu spleen mod	GLA spleen mod	GAA inhib	Tau FP inhib	GAA glycogen	HTT ATP protect	Tau fluor counter	Tau ThT inhib
CCn1c(O)c(/C=C2\C=Nc3ccccc32)sc1=Nc1ccc(C)cc1	1%	-1%	2%	9%	1%	-16%	u	-10%
Cc1ccc(Nc2ncnc3sc4c(c23)CCC(C)C4)cc1C (configuration not stated)	x	x	x	2%	16%[76.3 µM]	x	-3%	-9%
Cc1ccc(/C=C/C(=O)O)cc1S(=O)(=O)NCCCO	-9%	-6%	3%	0%	0%	1%[10 µM]	-7%	-3%
O=C(CN1C2CCC1CC(NC(=O)Nc1ccccc1)C2)NCc1ccco1 (configuration not stated)	-9%	-8%	-4%	-4%	5%	-4%	-4%	-6%
CC(C)OP(=O)(OC(C)C)C(C)NC(=O)Cc1ccccc1 (configuration not stated)	x	-4%	-3%	-5%	-1%	-10%	-5%	-2%
Cc1ccc(S(=O)(=O)N(C)CC(=O)OCc2nnc(-c3ccccc3)o2)cc1	-10%	10%	-12%	11%	0%	-25%	-3%	-3%
O=C(c1ccc(Cl)cc1)C1CCCN(Cc2cccn2-c2cccnc2)C1 (configuration not stated)	10%	0%	1%	14%[2.34 µM]	-4%	1%[10 µM]	8%[2.34 µM]	4%
COc1ccc2c(c1)c(=O)c(C(=O)O)c(-c1ccc3c(c1)OCO3)n2C	-7%	-6%	-8%	4%	0%	x	2%	-1%
CC(Oc1cccc(Cl)c1)C(=O)NCCCCc1ccccc1 (configuration not stated)	-7%	-3%	-2%	-2%	19%	18%[10 µM]	-13%	u
CCOC(=O)Nc1cc(C)ccc1OC	-1%	-13%	-8%	0%	10%	-6%	3%	1%
CC1CCN(C(=O)c2ccc(COc3ccccc3Cl)o2)CC1	-8%	-8%	-11%	1%	-10%	-9%	-6%	-12%
CC(C)CCNC(=O)c1ccc2c(SCC(=O)O)c3c(nc2c1)CCC3	9%	8%	x	3%	3%	-8%[10 µM]	3%	x
Cc1cc(NC(=O)CSc2nc3ccccc3n2CCC#N)no1	4%	2%	-6%	6%	-4%	-12%	0%	-2%
CCN(CC)c1ccc(/C=C(/C#N)c2nc3ccccc3[nH]2)c(OC(C)C)c1	-26%	-2%	-9%	6%	-7%	-110%[inhibitor]	u	u
O=C(CSc1nc2cc3c(cc2c(=O)n1CCC1=CCCCC1)OCO3)NCc1ccco1	-2%	-2%	-15%	-7%	3%	-17%[0.074 µM]	-5%	4%
CCCS(=O)(=O)N1CCCC(C(=O)NCCCOCC)C1 (configuration not stated)	1%	-2%	2%	4%	-3%	-10%	0%	-6%
CC(C)[C@H](NC(N)=O)C(=O)NCCc1ccc(Cl)cc1	-1%	6%	-4%	0%	0%	7%[10 µM]	1%	3%
Cn1c(Cn2cnc3ccccc32)nc2ccccc21	2%	-2%	3%	0%	15%	-21%	-3%	-10%
CC(C)OC(=O)CSc1nc(-c2ccc(F)cc2)nc2ccc(F)cc12	4%	7%	8%	-6%	5%	-29%	-9%	-4%
CCN(Cc1ccccc1)C(=O)Cn1cnc2c1c(=O)n(C)c(=O)n2C	-3%	-10%	-5%	4%	10%	-12%	-6%	-9%
COc1ccc2[nH]c(C(=O)N(Cc3ccccn3)Cc3ccccn3)cc2c1	-4%	3%	x	-6%	3%	-5%[10 µM]	-2%	x
O=C(Cn1cc(C(=O)C2CC2)c2ccccc21)Nc1ccc(Br)cc1	x	x	x	u	7%[76.3 µM]	x	-4%	9%
O=C1Nc2ccc(Br)cc2/C1=C/C(=O)c1ccc2c(c1)OCO2	1%	11%	x	12%	0%	-10%[10 µM]	u	25µM*
O=C(O)COc1ccc(/C=C2\SC(=Nc3ccccc3)N(c3ccccc3)C2=O)cc1	-1%	-7%	-28%	-4%	-3%	-18%	-3%	-6%
O=C(Nc1ccc(Cl)cc1)Nc1nnc(SCc2ccc(Cl)cc2)s1	2%	1%	-1%	-11%	1%	1%[10 µM]	-11%	1%

Additional compounds follow:
SMILES	aGlu spleen mod	GLA spleen mod	GAA inhib	Tau FP inhib	GAA glycogen	HTT ATP protect	Tau fluor counter	Tau ThT inhib
CCOc1ccc(NC(=O)c2nn(-c3ccc(OC)cc3OC)c(=O)c3ccccc23)cc1	-1%	-6%	0%	6%	4%	-50%[inhibitor]	-6%	3%
Cc1ccc(C)c(NC(=O)Cn2ncc3c([nH]c4ccccc43)c2=O)c1	x	x	x	-15%	-11%[76.3 µM]	x	-3%	7%
C=C1c2cccc(OC)c2O[C@H](C(=O)OCC)[C@@H]1CC(CC)CCCC (some centres not stated)	4%[119 µM]	-4%[119 µM]	x	0%[81.3 µM]	x	3%	-11%[81.3 µM]	-14%[81.4 µM]
Cc1cccc(CSc2nnc(NC(=O)c3ccco3)s2)c1	-9%	-3%	1%	-2%	18%	-3%	-23%	-16%
Cc1c([N+](=O)[O-])c([N+](=O)[O-])nn1CC(=O)NCc1cccnc1	2%	8%	6%	-10%	-3%	27%[10 µM]	-19%	u
COc1ccc(-n2nnnc2C2CCN(S(=O)(=O)c3cccc(C(F)(F)F)c3)CC2)cc1	x	x	x	-11%	-13%[76.3 µM]	x	-12%	-1%
Cc1cc(NS(=O)(=O)c2ccc(NC(=O)C(c3ccccc3)c3ccccc3)cc2)no1	7%	4%	-19%	1%	-2%	-10%	-4%	-7%
CCOC(=O)Nc1ccc2ncn(C)c(=O)c2c1	2%	-1%	0%	3%	1%	-8%	-2%	0%
Cc1ccc(C)c(NC(=O)CN(C)C(=O)[C@@H](NC(N)=O)C(C)C)c1	-6%	4%	2%	-9%	11%	-9%	3%	-1%
CSc1ccc(C#N)cc1NC(=O)c1ccc(Cl)cc1Cl	-13%	4%	-3%	-1%	6%	-9%[10 µM]	-11%	-14%
C=CCN(CC=C)c1cnn(-c2nc3ccccc3[nH]2)c(=O)c1Cl	8%	12%	-3%	5%	-11%	19%	9%	9%
COc1ccc(S(=O)(=O)Nc2ccccc2C(=O)NC(C)C)cc1OC	-3%	-21%	-8%	-1%	10%	-2%[10 µM]	4%	3%
CC(C)CCNc1nnnc2c1sc1nc(N3CCOCC3)c3c(c12)CC(C)(C)SC3	3%	7%	8%	-6%	0%	-6%	-4%	-1%
CCn1c(O)c(C=Nc2ccccc2)n(-c2ccccc2)c1=S	-2%	2%	-10%	-2%	-8%	-28%	-21%	-8%
COc1cccc(Nc2c(F)c(OC)c(F)c(F)c2C(=O)O)c1	3%	2%	-2%	8%	-3%	-9%	-7%	-4%
C=C(C)c1cccc(C(C)(C)NC(=O)Nc2cc(C)ccc2OC)c1	-9%	0%	2%	4%	14%	0%	-18%	-2%
O=C(C(=O)N1CCc2ccccc2C1)c1cn(CC(=O)N2CCCC2)c2ccccc12	4%	-1%	5%	-5%	-1%	u	-3%	-8%
O=C(Nc1ccc(S(=O)(=O)Nc2ncccn2)cc1)c1ccccc1NS(=O)(=O)c1ccc(Cl)cc1	-3%	-3%	x	-2%	-9%	7%[10 µM]	9%	7%
CCOc1ccc(/C=N/Nc2ccccn2)cc1OC	-1%	-3%	-12%	5%	u	-88%[inhibitor]	-14%	u
COc1cc(SC)ccc1C(=O)Nc1ccc(Cl)cn1	4%	4%	-11%	-18%	-3%	-76%[inhibitor][10 µM]	-21%	-17%
COC(=O)c1ccccc1NC(=O)CSc1ncccn1	-3%	1%	x	3%	3%	-4%[10 µM]	-8%	-6%
CCOC(=O)Nc1cccc(OCC(=O)Nc2ccccc2OC)c1	-5%	1%	-6%	5%	12%	11%[10 µM]	-23%	u
COc1ccc(-c2csc(/C(C#N)=C\c3ccc(O)c([N+](=O)[O-])c3)n2)cc1OC	-14%	-1%	-6%[15.4 µM]	-5%	-6%	-28%[10 µM]	4.5µM*[quencher]	1.3µM*
CC(=O)C1(C)N(O)C(C)(C)C(c2ccco2)=[N+]1[O-] (configuration not stated)	2%	8%	1%	-3%	-11%	-4%	-1%	-3%
CC1CN(c2ccc(NC(=S)NNCCC#N)cc2)CC(C)O1 (configuration not stated)	-15%	14%	x	7%	-26%	-5%[10 µM]	-3%	x

The list goes on.
SMILES	aGlu spleen mod	GLA spleen mod	GAA inhib	Tau FP inhib	GAA glycogen	HTT ATP protect	Tau fluor counter	Tau ThT inhib
Cc1cccc(Cn2c(=O)n(CCc3ccccc3)c(=O)c3c(C)c(C)sc32)c1	x	x	x	0%	-3%[76.3 µM]	x	-15%	-7%
Cc1ccc(C(=O)Cn2nnc(-c3ccccc3)n2)cc1	2%	8%	x	-1%	3%	6%[10 µM]	-21%	-8%
COc1ccc(OC)c(S(=O)(=O)N2CCC(C(=O)NCCc3ccc(OC)c(OC)c3)CC2)c1	4%	2%	0%	4%	4%	20%[10 µM]	-6%	-11%
CCn1c(CSc2nc(C)cc(C)n2)nnc1SCC(=O)N1CCCc2ccccc21	5%	-4%	8%	-7%	2%	6%	-2%	-9%
O=c1[nH]ncc2c3ccccc3n(Cc3cccc(Cl)c3)c12	3%	4%	3%	6%	4%	6%[10 µM]	8%	1%
COc1ccc([N+](=O)[O-])cc1N(CC(=O)NC1CCCCC1)S(C)(=O)=O	9%	5%	5%	1%	-6%	-44%[inhibitor][1.9 µM]	2%	0%
Cc1ccccc1S(=O)(=O)Cc1ccc(C(=O)NCCCN2CCN(C)CC2)o1	2%	7%	-8%	7%	12%	2%[0.074 µM]	-9%	-4%
S=c1[nH]nc(Cc2cccc3ccccc23)o1	3%	-1%	u	-12%	-1%	-7%[10 µM]	5%	-10%
CC(C)=CC(=O)OCC(=O)Nc1cc([N+](=O)[O-])ccc1F	2%	6%	0%	-10%	0%	44%[10 µM]	-7%	-6%

Full records, looked up by structure:
Shown for O=C(CN1C2CCC1CC(NC(=O)Nc1ccccc1)C2)NCc1ccco1 (configuration not stated) : aGlu spleen mod = -9%; GLA spleen mod = -8%; GAA inhib = -4%; Tau FP inhib = -4%; GAA glycogen = 5%; HTT ATP protect = -4%; Tau fluor counter = -4%; Tau ThT inhib = -6%
Shown for Cc1cc(NS(=O)(=O)c2ccc(NC(=O)C(c3ccccc3)c3ccccc3)cc2)no1 : aGlu spleen mod = 7%; GLA spleen mod = 4%; GAA inhib = -19%; Tau FP inhib = 1%; GAA glycogen = -2%; HTT ATP protect = -10%; Tau fluor counter = -4%; Tau ThT inhib = -7%

Compounds as they come; any-hit rate near 3.3%.
